Bioassay records as filed in PubChem.
LANA DNA inh: KSHV C-LANA DNA binding inhibition; hit rate 0.078% among 340,000; MBP-C-LANA/FAM-LBS DNA binding, fluorescence polarization; inhibition, % at 9 µM;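 active means highest replicate inhibition at or above 60% at 9 µM, even if other replicates fall short; inactive means all replicates below 60% inhibition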;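 further: 0% = neutral control wells and 100% = 4 µM acridine orange control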
Keap1 Nrf2 FP: Keap1-Nrf2 (human) interaction inhibition; Q14145; Keap1 Kelch-Nrf2 peptide fluorescence polarization, 1536-well; inhibition, % at 9.4 µM; hit rate 0.15% among 340,000; AID 504523; in the data active means inhibition above about 12%;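 further: human Keap1 Kelch domain with fluorescein labeled Nrf2 9mer peptide probe; 0% = neutral control wells and 100% = peptide positive control; higher means more block of Keap1 binding to Nrf2 peptide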
Cardiac RTF inh: cardiac RTF calcium desensitization; P19429+P45379; AID 493244; hit rate 0.12% among 340,000; IANBD-labeled cardiac RTF, Ca2+ fluorescence; inhibition, % at 7.15 µM;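 active means inhibition above the mean inhibition of all tested compounds plus 3 SD, cut at about 17% in these data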;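 further: assay run at fixed EC70 calcium of 1.6 mM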
CAL PDZ FP-1: blocks peptide binding to human CAL PDZ domain. purified CAL PDZ, TMR-peptide fluorescence polarization, 1 h. Q9HD26. AID 504414. hit rate 0.02% among 330,000. inhibition, % at 20 µM;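 active means highest replicate inhibition of at least 40%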;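 further: plate controls were DMSO neutral control wells for no effect and unlabeled competitor peptide control wells for full effect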
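System: purified tagged CAL PDZ domain construct (CerCALP). Schedule: 1 h incubation at room temperature before polarization reading. Medium: 25 mM sodium phosphate pH 7.4, 150 mM NaCl, TCEP, IgG, Thesit. Read-out: percent inhibition from loss of millipolarization. Measured by: FP readout, S and P plane fluorescence. Probe or stimulus: fluorescent TMR peptide probe.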
CAL PDZ FP-2: CAL PDZ (human) peptide binding inhibition. purified CAL PDZ, TMR-peptide fluorescence polarization, 1 h. hit rate 0.92% among 300,000. AID 602252. inhibition, % at 24.9 µM;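 active means mean inhibition of at least 30% with at least half of replicates also reaching 30%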;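 further: 0% = DMSO neutral control and 100% = excess unlabeled competitor peptide PRC23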
Arrestin-AP2 inh: human beta-arrestin and AP2 interaction inhibition; FITC-arrestin peptide / GST-AP2 beads, flow cytometry; AP2 beta2 appendage carries R879A mutation; inhibition, % at 10 µM; hit rate 0.31% among 340,000; AID 504490;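 active means inhibition above a set limit, near 3 SD of compounds lacking own fluorescence, cut at about 54% in these data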;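 further: plate controls were DMSO wells for no effect and 5 µM unlabelled arrestin peptide for full effect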
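System: GST-AP2 R879A glutathione beads; medium: PBS, Tween 20 0.05%, BSA 0.1%; reagent: fluorescein-tagged arrestin peptide at 50 nM final; schedule: pre-incubation 12 min, peptide binding 1 h, room temperature; detection: flow cytometry, FL1 (488/535 nm); read-out: inhibition as reduced fluorescein signal on beads, percent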
NSD2 HMT inh: inhibitors of human histone methyltransferase NSD2; O96028; NSD2 peptide methylation, AlphaScreen, 120 min; inhibition, % at 12.5 µM; hit rate 0.54% among 310,000; in the data active means inhibition above about 50%
Target sequence (O96028 whole entry, looked up): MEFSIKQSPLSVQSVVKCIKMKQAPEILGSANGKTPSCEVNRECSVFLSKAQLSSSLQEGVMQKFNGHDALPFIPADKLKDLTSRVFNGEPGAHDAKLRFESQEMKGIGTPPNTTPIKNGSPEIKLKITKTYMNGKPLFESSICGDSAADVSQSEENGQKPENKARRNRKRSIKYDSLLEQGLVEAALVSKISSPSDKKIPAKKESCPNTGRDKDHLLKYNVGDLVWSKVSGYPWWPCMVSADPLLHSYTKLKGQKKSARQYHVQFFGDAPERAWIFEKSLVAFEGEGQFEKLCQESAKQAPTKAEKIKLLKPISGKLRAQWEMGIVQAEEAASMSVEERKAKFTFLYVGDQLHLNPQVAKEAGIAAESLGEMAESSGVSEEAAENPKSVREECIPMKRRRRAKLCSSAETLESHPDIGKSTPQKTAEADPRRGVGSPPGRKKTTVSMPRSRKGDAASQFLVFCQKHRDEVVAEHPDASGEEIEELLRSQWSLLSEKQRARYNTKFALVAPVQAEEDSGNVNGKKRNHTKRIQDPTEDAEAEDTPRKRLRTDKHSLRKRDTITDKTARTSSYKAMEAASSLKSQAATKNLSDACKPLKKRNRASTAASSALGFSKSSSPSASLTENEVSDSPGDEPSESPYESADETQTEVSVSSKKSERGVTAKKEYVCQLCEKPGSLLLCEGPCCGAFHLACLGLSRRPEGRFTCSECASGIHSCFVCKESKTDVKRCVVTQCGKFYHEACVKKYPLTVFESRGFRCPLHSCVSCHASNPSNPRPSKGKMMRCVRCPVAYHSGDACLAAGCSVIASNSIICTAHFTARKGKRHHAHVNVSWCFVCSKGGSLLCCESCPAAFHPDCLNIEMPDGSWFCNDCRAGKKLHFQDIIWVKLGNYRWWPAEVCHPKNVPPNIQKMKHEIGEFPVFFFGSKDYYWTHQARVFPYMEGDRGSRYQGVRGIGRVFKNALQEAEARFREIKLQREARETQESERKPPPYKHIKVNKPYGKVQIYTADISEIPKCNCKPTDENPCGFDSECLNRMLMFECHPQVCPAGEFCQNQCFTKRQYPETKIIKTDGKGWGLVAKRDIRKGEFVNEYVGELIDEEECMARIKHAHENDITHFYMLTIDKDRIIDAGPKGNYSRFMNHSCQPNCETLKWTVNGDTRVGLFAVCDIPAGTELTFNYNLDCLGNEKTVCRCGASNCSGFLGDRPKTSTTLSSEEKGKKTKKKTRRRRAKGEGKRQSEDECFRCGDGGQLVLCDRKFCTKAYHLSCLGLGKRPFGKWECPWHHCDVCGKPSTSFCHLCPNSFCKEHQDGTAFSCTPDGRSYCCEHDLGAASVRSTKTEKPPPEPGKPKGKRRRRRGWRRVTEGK
Pemphigus Ab inh: blocks pemphigus antibody binding to human desmoglein-3; P32926; DSG3-coupled beads, scFv-anti-DSG3-GFP binding, flow cytometry; hits give low values; binding (percent of control), % at 10 µM; hit rate 0.48% among 310,000;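 active means binding more than 3 SD below its plate's average and above zero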;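 further: hits lower antibody fragment binding to DSG3; some compounds called inactive have numbers as strong as hits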
DAGLB inh: diacylglycerol lipase beta (human) inhibition; Q8NCG7; HEK293T DAGLB membrane lysate, EnzChek fluorogenic substrate; inhibition, % at 5.17 µM; hit rate 0.059% among 340,000; in the data active means inhibition above about 34%;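 further: 0% = enzyme with vehicle and 100% = wells lacking enzyme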
V-ATPase pH: yeast V-ATPase proton transport regulation by pHLuorin. response, % at 10 µM. hit rate 0.37% among 350,000. S. cerevisiae, pHLuorin cytosolic pH fluorescence. AID 504577; in the data active means response mostly above about 7.3%, no sharp cut-off; inactive means mostly below about 5.4%; further: actives read high; inactives centre near 0; some compounds called inactive have numbers as strong as hits; reference of the scale not given here
Numbers without * were called inactive; · = not tested or not shown. Some of the compounds tested (hit frequency here may not be typical).

SMILES	LANA DNA inh	Keap1 Nrf2 FP	Cardiac RTF inh	CAL PDZ FP-1	CAL PDZ FP-2	Arrestin-AP2 inh	NSD2 HMT inh	Pemphigus Ab inh	DAGLB inh	V-ATPase pH
N#CC1=C(N)Oc2cc(N)ccc2C1c1cccc(F)c1 (centres undefined)	-0.9	-5	2	·	-4	13	-1	106	4	0
O=C(NC(=S)Nc1ccc(-c2ccc(CO)o2)cc1)c1cccs1	0.1	-5	·	-1.3	-3	-11	·	·	·	3
COc1ccc(CCNc2ccc(C(CC(N)=O)NC(=O)Cc3ccc(Br)cc3)cc2[N+](=O)[O-])cc1 (centres undefined)	5.9	-1	-2	0.3	-2	-5	·	101	7	4
C[C@H](NC(=O)c1ccco1)C(=O)NCc1cccs1	-1.0	-6	-9	-0.2	-6	-1	-1	·	-3	-2
O=C(O)C1=CC[C@@H](c2ccc(Cl)cc2)N(S(=O)(=O)c2ccc(Cl)cc2)[C@H]1c1cccc(Cl)c1	3.3	1	-1	-2.0	-2	9	·	105	0	1
CC(O)CNCCOc1cccc(Oc2ccccc2)c1 (centres undefined)	0.9	0	-1	-1.2	0	-2	3	79	2	-2
CC(C)CNC(=O)COC(=O)c1cncc(Br)c1	1.7	4	-1	·	-4	6	-3	100	1	7
CCOc1ccc(NC(=S)Nc2ccc(OC(F)(F)F)cc2)cc1	-0.4	3	-21	-1.5	7	0	-2	105	-2	0
CC12CCC(C(=O)N(CSC(=S)N/N=C\c3ccccc3Cl)C1=O)C2(C)C (centres undefined)	0.9	-2	-11	-1.9	-1	4	-19	103	1	5
Cc1cccc(NC(=O)c2ccccc2OCC(=O)c2ccccc2)c1	-0.8	0	4	-2.5	0	27	-2	·	-9	-2
CCn1c(SCC(=O)Nc2ccc3c(c2)OCCO3)nnc1-c1ccccn1	-0.1	-2	-4	-0.5	·	1	-1	111	-5	1
COC(=O)N/N=C1/C/C(=N\NC(=O)OC)c2ccccc21	0.0	-3	-10	-0.6	2	2	97*	89	1	0
Cc1ccc(Cl)cc1NC(=O)COc1ccccc1	-0.9	3	-3	-0.7	-5	6	-2	94	-16	3
COc1ccc(-n2c(SCC(=O)Nc3cccc(S(N)(=O)=O)c3)nc3ccccc3c2=O)cc1OC	0.9	-2	-1	-0.4	4	-8	3	105	2	2
COCCn1nnnc1C(c1cc2c(C)cc(C)cc2[nH]c1=O)N1CCCCCC1 (centres undefined)	-0.5	-4	-5	-2.3	-5	5	·	92	-1	0
Cc1cc(C)nc(SCc2nnc(SCC(=O)Nc3cc(C(F)(F)F)ccc3Cl)o2)n1	0.9	-2	0	-2.2	1	-6	-1	99	-3	1
O=S(=O)(Nc1cccc(S(=O)(=O)N2CCCC2)c1)c1ccc(Br)cc1	·	·	·	·	·	·	1	101	-4	-1
Cc1cc(C)nc(SCC(=O)Nc2ncc(C(F)(F)F)cc2Cl)n1	-0.7	0	2	-0.5	-2	12	0	98	-3	-1
CCn1nnc(-c2ccccc2NC(=O)c2ccc(-n3cnnn3)cc2)n1	1.2	0	-6	-2.4	-4	20	1	97	-1	-1
CCCCNC(=O)c1ccc(CS(=O)(=O)c2ccccc2OC)o1	0.3	-3	1	1.2	-2	-2	-2	83	-2	-2
CC(C)=CC/C=C1\CCC(C(=O)O)C(C(=O)O)C1 (centres undefined)	4.0	-4	1	-0.5	-4	1	-4	102	-1	2
Cc1nn(CCC(=O)NNC(=S)Nc2ccc(F)cc2)c(C)c1Br	0.0	3	-15	-2.0	-1	20	-1	126	-1	-2
O=C(N/N=C\C=C\c1ccco1)c1cc(-c2ccc3ccccc3c2)n[nH]1	-2.3	-11	8	-3.4	4	-1	7	95	10	-2
COC(=O)c1nnn(-c2ccccc2)c1N	1.0	-8	-13	-0.5	-2	-6	-7	·	-2	-4
CCOC(=O)CNc1c(-c2ccc(Cl)cc2)nc2cnccn12	2.6	-1	-5	2.3	-3	1	-7	242	0	0
Cc1ccc(-c2ccnc3nc(Sc4ncc(C(F)(F)F)cc4Cl)nn23)cc1	-0.9	-7	0	-0.9	-2	1	8	97	-6	7
O=C(c1cccc(C(F)(F)F)c1)C1CCCN(C(=O)C2CCOCC2)C1 (centres undefined)	-0.2	3	7	1.0	-2	2	-6	53	0	-7
Nn1c(SCC(=O)NCC2CCCO2)nnc1-c1ccco1 (centres undefined)	0.6	-4	-4	-0.9	·	15	-1	93	1	0
O=C(CSc1nnc(CNC(=O)c2ccccc2)o1)NCc1ccco1	0.5	0	-2	-0.3	·	-7	1	107	1	1
C(=N\Nc1nc(N2CCCC2)nc(N2CCCC2)n1)/c1ccccc1OCc1ccccc1	1.6	-1	-9	-0.8	-2	7	0	97	-15	-3

Looked up by compound from above, 4 records:
SMILES	LANA DNA inh	Keap1 Nrf2 FP	Cardiac RTF inh	CAL PDZ FP-1	CAL PDZ FP-2	Arrestin-AP2 inh	NSD2 HMT inh	Pemphigus Ab inh	DAGLB inh	V-ATPase pH
O=C(NC(=S)Nc1ccc(-c2ccc(CO)o2)cc1)c1cccs1	0.1	-5	·	-1.3	-3	-11	·	·	·	3
COC(=O)c1nnn(-c2ccccc2)c1N	1.0	-8	-13	-0.5	-2	-6	-7	·	-2	-4
Cc1ccc(Cl)cc1NC(=O)COc1ccccc1	-0.9	3	-3	-0.7	-5	6	-2	94	-16	3
CCCCNC(=O)c1ccc(CS(=O)(=O)c2ccccc2OC)o1	0.3	-3	1	1.2	-2	-2	-2	83	-2	-2

Further results.
SMILES	LANA DNA inh	Keap1 Nrf2 FP	Cardiac RTF inh	CAL PDZ FP-1	CAL PDZ FP-2	Arrestin-AP2 inh	NSD2 HMT inh	Pemphigus Ab inh	DAGLB inh	V-ATPase pH
CCOC(=O)c1sc2nc(-c3ccco3)c3c(c2c1N)CC(C)(C)OC3	-0.8	-1	0	·	-7	33	·	93	10	1
CC(Cc1ccsc1)NC(=O)CCc1nnc(COc2ccccc2)o1 (centres undefined)	0.6	3	-6	-0.4	·	5	-1	·	0	1
COc1cc(Cl)c(NS(=O)(=O)c2ccc(-c3ccc(=O)[nH]n3)o2)c(OC)c1	-0.7	5	-5	-2.6	2	5	-1	·	1	1
CCn1c2ccccc2c2cc(NC(=O)c3ccccc3-c3ccccc3C(=O)O)ccc21	-0.9	2	-6	-0.1	-3	-12	4	90	14	2
CC1CCN(C(=O)c2ccc(COc3ccccc3Cl)o2)CC1	-0.1	-3	5	-1.4	6	8	5	106	-6	2
Cc1ccc(NC(=O)Cn2ncn3c(cc4ccccc43)c2=O)cc1F	-0.9	0	-3	0.4	·	66*	-3	100	2	1
NC(=O)NC(=O)COC(=O)c1ccc(OC(F)F)cc1	-0.4	-6	-3	-17	4	-5	3	98	2	-2
CCOC(=O)[C@H]1[C@H]2COc3ccc(Cl)cc3[C@@H]2N2C(=O)c3cc(Cl)ccc3NC(=O)[C@@]12C	1.7	1	-4	0.6	1	4	·	112	-11	3
CCC(c1nnc(SCC(=O)Nc2cccc(S(N)(=O)=O)c2)n1-c1ccc(OC)cc1)N(C)C (centres undefined)	-0.3	1	-12	-1.4	0	-15	2	111	0	1
COc1ccc(OC)c(NC(=O)c2cc(-c3c(C)cc(C)cc3O)n[nH]2)c1	0.1	-6	-7	1.2	-2	3	-2	93	2	-1
COc1cccc2cc(/C(=N/O)c3ccccc3)oc12	-0.3	-3	3	-0.6	·	11	-3	103	-1	-1
CC1C=CC(C)C(C(=O)O)C1C(=O)O (centres undefined)	7.7	-1	2	-0.3	-3	2	6	114	2	-7
Cc1nc(COC(=O)c2c(C)nn(-c3ccccc3)c2C)cs1	2.6	-5	-8	-0.7	-3	-5	-43	93	-2	-5
COc1ccc(Oc2cc(C(F)(F)F)cnc2C(N)=O)cc1	0.2	5	-3	-0.1	-4	-13	1	·	-3	-5
Cc1nc(SCC(=O)Nc2ccc(S(=O)(=O)N3CCOCC3)cc2)c2c(C)c(C)sc2n1	-2.7	0	-2	1.0	-4	29	-1	125	-1	-1

An excerpt of these results, with two lines to a compound.
Values run as follows: LANA DNA inh, Keap1 Nrf2 FP, Cardiac RTF inh, CAL PDZ FP-1, CAL PDZ FP-2, Arrestin-AP2 inh, NSD2 HMT inh, Pemphigus Ab inh, DAGLB inh, V-ATPase pH
- Cc1nc(COC(=O)c2c(C)nn(-c3ccccc3)c2C)cs1
→ 2.6, -5, -8, -0.7, -3, -5, -43, 93, -2, -5
- COc1ccc(Oc2cc(C(F)(F)F)cnc2C(N)=O)cc1
→ 0.2, 5, -3, -0.1, -4, -13, 1, ·, -3, -5
- Cc1nc(SCC(=O)Nc2ccc(S(=O)(=O)N3CCOCC3)cc2)c2c(C)c(C)sc2n1
→ -2.7, 0, -2, 1.0, -4, 29, -1, 125, -1, -1

More results:
SMILES	LANA DNA inh	Keap1 Nrf2 FP	Cardiac RTF inh	CAL PDZ FP-1	CAL PDZ FP-2	Arrestin-AP2 inh	NSD2 HMT inh	Pemphigus Ab inh	DAGLB inh	V-ATPase pH
C=CCC1=C/C(=C\c2c(N)n3nc(CC(=O)N4CCCC4)sc3nc2=O)C=C(OC)C1=O	-6.5	-10	-6	-2.5	3	1	13	100	3	-5
CS(=O)(=O)n1nc(NCc2cccs2)nc1NCc1cccs1	-0.6	5	2	-0.5	·	-23	-2	89	-2	3
O=C(Nc1cccc(Cl)c1)N(CCN1CCOCC1)Cc1cccc(Cl)c1	0.0	-3	-3	-2.3	3	-12	·	110	-6	-5
Cc1noc(C)c1C(=O)Nc1nc2ccc(F)cc2s1	0.5	-1	-6	-0.3	-4	11	0	·	-1	0
COCCN1CCN(Cc2cn(C)nc2-c2cccc(Cl)c2)CC1	0.2	-5	-5	0.1	2	6	-1	104	0	1
CCOC(=O)c1c(C)[nH]c(N=Nc2cc(C(=O)O)cc(C(=O)O)c2)c1C	9.5	-6	-13	-2.0	13	-4	·	106	2	3
CC1CCN(C(=O)Cn2c(=O)c3cccn3c3ccccc32)CC1	0.0	-5	-9	0.0	-1	3	-1	103	0	3
COc1ccccc1NC(=O)c1sc2ncn(Cc3cccc4ccccc34)c(=O)c2c1C	-1.7	-3	-13	-1.4	3	12	-1	97	-7	-3
CC(C)(C)c1ccc(-c2noc(CCC(N)=O)n2)cc1	0.6	-1	3	-0.6	1	0	-1	98	-1	-1
CCN1CCN(C(=O)NC(c2ccc(C)c(F)c2)C(Cl)Cl)CC1 (centres undefined)	1.0	0	-11	-1.9	0	2	-2	84	-1	-1
CC(C)Sc1nc2ccc(Br)cc2[nH]1	0.5	-1	-7	-1.5	-1	24	·	105	-2	4
NNC(=S)Nc1ccc(C(F)(F)F)cc1Cl	0.2	-2	-3	-0.8	-1	4	-4	102	-6	-2
